pPAFAH inh: pPAFAH enzyme inhibitors, primary screen, biochemical, fluorescence polarization, human. recombinant pPAFAH, FP-rhodamine probe fluorescence polarization. inhibition, % at 3.39 µM. 330,000 tested, 1.5% active;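 active = inhibition above the mean inhibition across the screen plus 3 SD, cut at about 25% in these data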;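 also: inhibitors block binding of the rhodamine activity-based probe so polarization drops; 0% = enzyme with DMSO and 100% = wells lacking pPAFAH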
Target sequence (Q13093 whole entry, looked up): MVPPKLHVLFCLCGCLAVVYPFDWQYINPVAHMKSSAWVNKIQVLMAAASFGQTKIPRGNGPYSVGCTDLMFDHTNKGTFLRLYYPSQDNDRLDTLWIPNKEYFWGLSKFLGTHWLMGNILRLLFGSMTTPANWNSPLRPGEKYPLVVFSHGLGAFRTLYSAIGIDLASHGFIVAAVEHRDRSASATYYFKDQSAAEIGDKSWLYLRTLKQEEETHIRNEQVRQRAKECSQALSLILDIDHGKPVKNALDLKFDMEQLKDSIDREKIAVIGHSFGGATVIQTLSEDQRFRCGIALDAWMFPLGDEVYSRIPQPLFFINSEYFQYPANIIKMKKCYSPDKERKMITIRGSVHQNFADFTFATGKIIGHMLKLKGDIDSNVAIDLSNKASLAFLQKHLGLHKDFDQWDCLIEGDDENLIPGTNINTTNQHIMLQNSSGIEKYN
PAFAH1B2 FP inh: PAFAH1B2 enzyme inhibitors, primary screen, biochemical, fluorescence polarization, human | 340,000 tested, 1.2% active | Platelet-activating factor acetylhydrolase IB subunit alpha2 (Homo sapiens), P68402 | AID 492953, 2010 | recombinant PAFAH1B2, FP-rhodamine activity probe | inhibition, % at 3.39 µM;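 active = inhibition above the mean of all tested compounds plus 3 SD, cut at about 24% in these data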;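 also: 0% = enzyme with DMSO and 100% = wells lacking PAFAH1B2; many of its hits are not listed in these tables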
Target sequence (P68402 whole entry, looked up): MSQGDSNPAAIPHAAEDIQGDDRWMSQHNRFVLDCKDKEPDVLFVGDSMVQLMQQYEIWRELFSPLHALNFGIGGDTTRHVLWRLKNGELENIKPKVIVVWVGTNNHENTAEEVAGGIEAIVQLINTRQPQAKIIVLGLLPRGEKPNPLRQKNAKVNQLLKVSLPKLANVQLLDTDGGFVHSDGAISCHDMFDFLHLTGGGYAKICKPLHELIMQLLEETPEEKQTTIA
GSTO1 counter: inhibitors of recombinant GSTO1, primary screen, counter-screen for RBBP9 inhibitor project, biochemical, fluorescence polarization; activity-based probe fluorescence polarization; inhibition, % at 5.96 µM; Glutathione S-transferase omega-1 (Homo sapiens), P78417; AID 1974, 2009; 300,000 tested, 1.1% active;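 active = inhibition above the campaign mean inhibition plus 3 SD, cut at about 35% in these data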;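 also: 0% = GSTO1-1 with DMSO and 100% = wells lacking GSTO1-1 enzyme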
PME-1 primary: PME-1 inhibitors via competitive probe labeling, primary screen, biochemical, fluorescence polarization, FP-Rh probe, HTS; Protein phosphatase methylesterase 1 (Homo sapiens), Q9Y570; recombinant PME-1; inhibition, % at 5.9 µM; 320,000 tested, 0.53% active; AID 2130, 2009;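 active = inhibition above the campaign mean of all compounds plus 3 SD, cut at about 26% in these data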;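 also: competitive labeling of PME-1 active site by serine hydrolase directed probe; 0% = PME-1 with DMSO and 100% = wells lacking PME-1 enzyme; inhibitors block probe labeling so polarization falls and inhibition rises; many of its hits are not listed in these tables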
Fam108B counter: mouse Fam108B serine hydrolase inhibitors, primary screen, counter-screen for RBBP9 inhibitor project, biochemical, fluorescence polarization; recombinant Fam108B, FP-Rh probe fluorescence polarization; inhibition, % at 9.51 µM; 300,000 tested, 0.33% active; AID 1947, 2009;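 active = inhibition above the screen mean inhibition plus 3 SD, computed separately per campaign, cut at about 18% in these data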;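 also: inhibitors lower polarization as less probe binds the enzyme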
PAD4 inh: human PAD4 inhibitors, primary screen, biochemical, fluorescence polarization, 1536-well format; 330,000 tested, 0.41% active; recombinant PAD4, RCA probe fluorescence polarization; inhibition, % at 6.36 µM;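 active = percent inhibition above a cutoff equal to the mean of all tested compounds plus 3 SD, cut at about 15% in these data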;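 also: 0% = PAD4 with RCA probe and DMSO and 100% = probe without PAD4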
PAFAH2 FP inh: PAFAH2 enzyme inhibitors, primary screen, biochemical, fluorescence polarization, human; 340,000 tested, 0.99% active; inhibition, % at 3.39 µM; Platelet-activating factor acetylhydrolase 2, cytoplasmic (Homo sapiens), Q99487; recombinant PAFAH2, FP-rhodamine activity probe;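 active = inhibition above the mean over all tested compounds plus 3 SD, cut at about 30% in these data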;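 also: inhibitors block probe labeling of enzyme so polarization drops; 0% = enzyme with DMSO and 100% = wells lacking PAFAH2 protein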
LYPLA1 inh: LYPLA1 inhibitors, primary screen, counter-screen for PME1 inhibitor project, biochemical, fluorescence polarization, FP-Rh probe ABPP. Acyl-protein thioesterase 1 (Homo sapiens), O75608. inhibition, % at 5.9 µM. recombinant LYPLA1. 320,000 tested, 0.16% active;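 active = inhibition above the mean of all tested compounds plus 3 SD, set per campaign, cut at about 14% in these data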;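 also: inhibitors block serine hydrolase probe labeling of LYPLA1 so polarization falls; 0% = enzyme with DMSO and 100% = wells lacking LYPLA1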
Target sequence (O75608 whole entry, looked up): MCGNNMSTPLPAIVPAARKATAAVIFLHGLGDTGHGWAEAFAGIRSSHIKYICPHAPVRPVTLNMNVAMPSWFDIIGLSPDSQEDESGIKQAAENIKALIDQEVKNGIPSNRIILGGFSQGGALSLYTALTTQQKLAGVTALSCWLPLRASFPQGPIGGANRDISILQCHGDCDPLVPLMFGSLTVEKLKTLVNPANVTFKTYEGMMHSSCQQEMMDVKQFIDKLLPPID
PAFAH1B3 FP inh: PAFAH1B3 enzyme inhibitors, primary screen, biochemical, fluorescence polarization, human; Platelet-activating factor acetylhydrolase IB subunit alpha1 (Homo sapiens), Q15102; recombinant PAFAH1B3, FP-rhodamine probe; inhibition, % at 3.39 µM; 340,000 tested, 0.28% active;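 active = inhibition above the screen-wide average of all tested compounds plus 3 SD, cut at about 25% in these data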;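 also: 0% = enzyme with DMSO only and 100% = wells lacking PAFAH1B3 protein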
* hit, by the source's call; / = no result given. An excerpt (hit frequency here may not be typical).

SMILES	pPAFAH inh	PAFAH1B2 FP inh	GSTO1 counter	PME-1 primary	Fam108B counter	PAD4 inh	PAFAH2 FP inh	LYPLA1 inh	PAFAH1B3 FP inh
Cc1nn(CC(=O)NC(C)c2ccccc2)c(=O)c2ccccc12 (centres undefined)	-2	-2	2	2	-1	-6	-2	-1	2
O=C(Nc1ccc(Cl)cc1N1CCOCC1)C1CCCO1 (centres undefined)	3	0	6	1	5	-4	4	1	3
CCOc1ccc(N(CC(=O)Nc2cccc(OC)c2)S(C)(=O)=O)cc1	3	4	2	0	-2	-2	7	-1	4
CC1CN(Cc2nc3ccccc3c(=O)[nH]2)CC(C)O1 (centres undefined)	2	/	5	6	3	-2	/	3	/
CC1CN(c2ccc([N+](=O)[O-])cc2F)CCN1C(=O)c1ccco1 (centres undefined)	2	3	-4	-2	-4	1	5	1	6
O=C(Nc1cccc(F)c1)/C(=C\c1ccco1)NC(=O)c1cccs1	-4	1	1	0	0	-4	-13	-1	-1
COc1ccc(-c2ccc(C(=S)N3CCN(C(C)=O)CC3)o2)cc1	0	-1	2	-6	0	-2	1	-1	12
Cc1cc(=O)[nH]c(N/N=C/c2c(C)nn(-c3ccccc3Cl)c2Cl)n1	1	-2	-4	12	-3	-1	5	3	-2
COc1ccc2[nH]c(=O)c(CNC3CCCCC3)cc2c1	-1	-2	5	-6	5	4	-5	1	-6
O=C(Nc1cccc(F)c1)Nc1cnccn1	5	4	-4	0	-1	0	13	-3	0
CCS(=O)(=O)c1ccc(-c2cccc(NC(=O)c3ccc(Br)o3)c2)nn1	-1	0	-13	-9	-2	5	-7	1	2
Cc1ccc(CNC(=O)CCS(=O)(=O)c2ccc3nc(C)sc3c2)cc1	0	10	2	4	-2	1	6	-3	5
COc1ccc(/C=C/C(=O)C2CC2)cc1COc1c(C)cccc1C	5	-2	13	-1	-3	0	-5	-3	1
COc1ccc(-c2csc(C3=C(O)CN(Cc4ccc(S(N)(=O)=O)cc4)C3=N)n2)cc1OC	5	5	-3	-4	4	2	10	-3	4
COc1ccc(C(=O)Nc2ccc(S(=O)(=O)N3CCCCC3)cc2)cc1OC	1	0	-5	-6	-4	3	4	-4	1
Cc1ccc(NC(=O)c2ccc(S(=O)(=O)N3CCOCC3)cc2)cc1	0	3	2	0	-1	-2	-11	-3	-5
Cc1nnc(SC(C)C(=O)Nc2ccc(S(=O)(=O)NC3CCCCC3)cc2)s1 (centres undefined)	19	6	5	2	-2	-3	10	0	1
COc1ccc(C2NN=C(c3ccc(C)cc3)S2)cc1OC (centres undefined)	0	6	1	3	17	5	1	0	15
O=C(NCC1CC1)C1CCCN(S(=O)(=O)c2ccc(-n3cnnn3)cc2)C1 (centres undefined)	3	-1	0	-3	-8	0	-13	1	-4
C=CCn1c(=NC(=O)c2cccs2)sc2cccc(OC)c21	-8	-3	9	-12	-18	-4	-11	-9	0

Individual results from the results shown.
PAD4 inh result of `O=C(Nc1ccc(Cl)cc1N1CCOCC1)C1CCCO1` (centres undefined) : -4
GSTO1 counter result of `Cc1cc(=O)[nH]c(N/N=C/c2c(C)nn(-c3ccccc3Cl)c2Cl)n1` : -4
PAD4 inh result of `COc1ccc2[nH]c(=O)c(CNC3CCCCC3)cc2c1` : 4
PAFAH1B2 FP inh result of `Cc1nn(CC(=O)NC(C)c2ccccc2)c(=O)c2ccccc12` (centres undefined) : -2
PAFAH1B3 FP inh result of `COc1ccc(-c2csc(C3=C(O)CN(Cc4ccc(S(N)(=O)=O)cc4)C3=N)n2)cc1OC` : 4
PAFAH1B2 FP inh result of `O=C(Nc1cccc(F)c1)Nc1cnccn1` : 4
PAFAH1B2 FP inh result of `O=C(NCC1CC1)C1CCCN(S(=O)(=O)c2ccc(-n3cnnn3)cc2)C1` (centres undefined) : -1

(further entries)
SMILES	pPAFAH inh	PAFAH1B2 FP inh	GSTO1 counter	PME-1 primary	Fam108B counter	PAD4 inh	PAFAH2 FP inh	LYPLA1 inh	PAFAH1B3 FP inh
Cc1cc(C)c(C#N)c(Oc2ccc(O)cc2)n1	2	-2	6	0	0	1	-1	-3	0
Cc1ccc(-c2cn(S(=O)(=O)c3ccc(C)cc3)nc2N)cc1	0	7	19	-13	-12	1	-9	-7	1
CC(O)CNCCNCc1c(OCc2ccccc2)ccc2ccccc12 (centres undefined)	-3	-2	2	-1	11	1	12	4	18
CC(C)c1nnc(NC(=O)CCC(=O)NC2CCCc3ccccc32)s1 (centres undefined)	4	2	3	4	-4	-5	-3	-1	-1
O=C(c1ccc(Oc2cc(Cl)cc(Cl)c2)o1)N1CCCCC1	32*	4	-1	3	0	0	12	-4	4
Cc1noc(C)c1COc1ccccc1C(=O)N(C)Cc1ccco1	0	0	/	3	/	2	-4	3	4
COc1ccc(NC(=O)CN(C)S(=O)(=O)c2ccc3c(c2)CCCN3C(C)=O)cc1	4	-5	-1	2	5	2	-12	1	3
O=C(CCNC(=O)c1ccc(Br)cc1)NCc1cccnc1	5	0	3	-3	-2	-6	0	1	3
O=c1[nH]c2cc(Cl)cc(Cl)c2[nH]c1=O	3	1	-3	1	4	1	4	-4	4
COc1ccc(-c2cc3nc(C)n(N)c(=O)c3s2)cc1	0	2	12	0	2	7	8	-2	8
CN(c1ccc(C(=O)NC2CCCCC2)cc1)S(=O)(=O)c1ccccc1	2	4	-1	6	-3	1	-4	3	12
Cc1cccc2cc(CN(Cc3cccnc3)C(=S)NCCCN(C)C)c(=O)[nH]c12	2	3	-10	-1	-4	0	7	-1	4
C[C@@H]1CN(Cc2nc(Cc3ccccc3F)no2)C[C@H](C)O1	-2	5	-2	0	-4	-8	-5	1	2
N#Cc1ccc(S(=O)(=O)NC2CC2)cc1	2	-2	8	-3	0	3	5	-3	6
CC(C)c1ccc(NC2CCCN(C(=O)c3ccnc(Cl)c3)C2)cc1 (centres undefined)	1	2	4	-4	0	-2	-28	3	1
CCCSc1ccc([C@H]2N[C@@](Cc3ccccc3)(C(=O)OC)[C@H]3C(=O)N(CC)C(=O)[C@@H]23)cc1	1	2	8	4	3	0	5	1	8
CCCOc1ccccc1C1CC(=O)Nc2cc3c(cc21)OCCO3 (centres undefined)	-1	5	-1	-2	3	2	3	1	5
O=C(NCCc1ccccc1)C1CC(c2ccccc2O)=NO1 (centres undefined)	6	-4	2	-2	1	-1	-8	1	3
Cc1cc(Nc2cccc(Cl)c2)nc(-c2ccccc2O)n1	-6	4	-17	-4	2	3	-11	-24	9
COc1ccc(C(=O)Nc2cc(C)ccc2NC(=O)COc2ccccc2)cc1	1	1	-6	0	-3	4	-4	3	2

Results in PME-1 primary, Fam108B counter and PAD4 inh, for 4 of the compounds above:
mol | PME-1 primary | Fam108B counter | PAD4 inh
O=c1[nH]c2cc(Cl)cc(Cl)c2[nH]c1=O | 1 | 4 | 1
C[C@@H]1CN(Cc2nc(Cc3ccccc3F)no2)C[C@H](C)O1 | 0 | -4 | -8
Cc1cc(C)c(C#N)c(Oc2ccc(O)cc2)n1 | 0 | 0 | 1
COc1ccc(-c2cc3nc(C)n(N)c(=O)c3s2)cc1 | 0 | 2 | 7

Later entries.
SMILES	pPAFAH inh	PAFAH1B2 FP inh	GSTO1 counter	PME-1 primary	Fam108B counter	PAD4 inh	PAFAH2 FP inh	LYPLA1 inh	PAFAH1B3 FP inh
COc1ccc(OCc2nnc(SCC(=O)N3CCCC3)o2)cc1	-2	1	-2	-4	0	4	-4	-2	-2
CCOC(=O)Cc1csc(NC(=O)COc2c(C)cccc2C)n1	2	3	3	1	-2	8	1	0	-2
Cc1cc(=O)[nH]c(SCC(=O)Nc2ccc(S(=O)(=O)N3CCOCC3)cc2)n1	1	-3	5	1	-3	8	0	1	2
COc1ccc(C2CC(c3ccccc3)=NN2C(=O)COC(=O)c2nc3nc(C)cc(C)n3n2)cc1 (centres undefined)	1	1	-67	1	-1	1	3	-1	3
N#Cc1ccc(-c2csc(NNC(=O)c3ccc(Br)cc3)n2)cc1	7	11	-7	6	3	5	4	-7	12
Clc1cccc(-c2ccc(-c3nc4ccccn4c3NCc3ccccc3)cc2)c1	22	3	/	/	/	-3	9	/	6
COc1ccccc1NC(=O)c1ccccc1SC	3	2	1	2	1	5	3	3	10
COc1cc(/C=N/n2cc(-c3ccccc3)[nH]c2=S)cc(OC)c1O	1	2	2	11	7	-4	-4	4	0
Cc1ncc(C[n+]2csc(C)c2C)c(N)n1	6	0	0	-3	-2	-3	-3	-3	7
CC1=C(C#N)C(NC(=O)c2ccccc2Cl)(C(F)(F)F)C(=O)N1 (centres undefined)	5	4	1	-1	0	0	0	-4	0
CCCOc1ccc(-c2csc(NC(=O)CN3C(=O)CCC3=O)n2)cc1	0	2	3	4	4	-1	0	-1	-4
Clc1ccc(OCCn2ccnc2)c(Cl)c1	1	-7	0	5	3	-2	10	1	1
COc1cc(C)ccc1OCC(=O)OCC(=O)c1[nH]c(C)c(C(C)=O)c1C	10	2	/	/	/	2	-4	/	4
CCCC(=O)Nc1nnc(SCC(=O)NCc2ccco2)s1	0	4	4	0	4	1	5	-1	8
CCCN(C(=O)CSCC(=O)Nc1ccc(OC)cc1)c1c(N)n(Cc2ccccc2)c(=O)[nH]c1=O	-1	5	5	1	-2	1	2	6	5
CC(C)c1ccc(NC(=S)N2CCCC(c3ccc(F)cc3)=N2)cc1	-2	8	4	-7	-3	2	-3	2	-4
COc1ccc(CCNC(=S)NC(=O)/C=C/c2ccc(C)cc2)cc1OC	1	-8	-2	7	-4	1	-2	2	4
